Pf growth 48h: P. falciparum growth inhibition at 48 hours (one generation) | P. falciparum luciferase growth in erythrocytes, 48 h | Potency, µM (highest dose often 28.7 µM), for the others: top-dose activity change, negative = inhibition, hits mostly inhibitors | 5.9% of 310,000 active | AID 504832
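Luminescence readout; reporter = integrated firefly luciferase in P. falciparum. RBC culture at 2% hematocrit, 0.1% parasitemia final, 37 C/5% CO2; decreased signal taken as growth inhibition.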
HCV inh: blocks hepatitis C virus. 3.4% of 340,000 active. Huh7.5.1 HCVcc-Cre infection, luciferase reporter, 44 h. AID 651820. Potency, µM (highest dose often 41.8 µM), without a hit: top-dose activity change, negative = inhibition, actives largely listed as inhibitors
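Compounds are dispensed onto cells plated 4 h earlier at 1,000 per well, with HCVcc-Cre virus (about 0.5 moi) added next. Following 44 h of culture, luminescent signal is measured for 15 sec after 15 min with substrate at room temperature.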
Sm TGR block: S. mansoni TGR enzyme inhibition | Q962Y6 | 3% of 360,000 active | AID 485364 | Potency, µM (top dose mostly 114 µM), for inactives: at the top dose activity change, negative = inhibition, hits mostly inhibitors | purified TGR, DTNB reduction, TNB absorbance 405 nm; further: nearly all actives have a fitted effect of over 60% in size
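First, TGR (20 nM dispensed) and NADPH were mixed with compound. Second, a 15 min room-temperature incubation followed. Third, further NADPH and then DTNB were added to start the reaction. Finally, TNB absorbance was monitored kinetically.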
Tb PYK inh: T. brucei pyruvate kinase inhibition | Q57TT1 | TbPYK enzyme, Kinase-Glo Plus ATP luminescence, 45 min | Potency, µM (top dose mostly 76.8 µM), inactives show top-dose activity, negative = inhibition, actives largely listed as inhibitors | 0.12% of 410,000 active | AID 624173; further: nearly all actives have a fitted effect of over 50% in size
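Enzyme and substrate buffer are dispensed first and compound is pin-transferred. ADP at 130 uM final then starts the reaction, which runs 45 min at room temperature. Detection reagent is added for 10 min before luminescence is imaged.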
Pf growth 96h: P. falciparum growth inhibition at 96 hours; Potency, µM (titrated, usually from 28.7 µM), without a hit: at the highest dose activity change, negative = inhibition, actives largely listed as inhibitors; P. falciparum luciferase reporter growth, 96 h; AID 504834; 6.9% of 320,000 active
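P. falciparum expressing integrated firefly luciferase, in erythrocytes at 2% hematocrit, 0.05% parasitemia, incubated with compounds 96 h at 37 C, 5% CO2. Growth inhibition read as loss of luminescence; two-generation exposure targets delayed-death apicoplast inhibitors.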
LmPK inhibitor: inhibitors of Leishmania mexicana pyruvate kinase; Potency, µM (series often up to 57.5 µM), for inactives: top-dose activity change, negative = inhibition, most hits filed as inhibitors; 0.37% of 290,000 active; purified LmPK, Kinase-Glo ATP luminescence, 1 h
Target sequence (Q27686 whole entry, looked up): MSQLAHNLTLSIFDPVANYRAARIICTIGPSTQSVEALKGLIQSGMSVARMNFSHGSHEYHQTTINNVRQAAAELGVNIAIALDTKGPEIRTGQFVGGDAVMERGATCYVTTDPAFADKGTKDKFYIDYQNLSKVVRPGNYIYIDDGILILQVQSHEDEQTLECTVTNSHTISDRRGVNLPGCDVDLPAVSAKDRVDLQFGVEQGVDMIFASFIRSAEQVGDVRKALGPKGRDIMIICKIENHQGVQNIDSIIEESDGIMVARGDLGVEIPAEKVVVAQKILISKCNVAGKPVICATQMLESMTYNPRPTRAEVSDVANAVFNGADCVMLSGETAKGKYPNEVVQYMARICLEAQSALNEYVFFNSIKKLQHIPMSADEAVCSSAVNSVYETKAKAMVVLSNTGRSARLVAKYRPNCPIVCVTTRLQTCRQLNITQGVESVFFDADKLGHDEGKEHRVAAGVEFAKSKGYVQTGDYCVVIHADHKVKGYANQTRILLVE
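ATP generated from ADP (0.1 mM) and PEP (0.5 mM) by 0.1 nM LmPK over 1 h at room temperature (pH 7.2 imidazole buffer) was detected by coupled luciferase luminescence. Values were normalized to uninhibited and no-enzyme wells.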
The depositor's hits bear a star; & = joins results of further samples; [ ] = remark or other dose. The call rests on the fitted dose curve; in most records, active means well fitted curve in the direction sought with a large enough effect; inconclusive means small, poorly fitted or top-dose-only effect, or another doubt; inactive means no such curve, though single readings can be large; an effect the other way counts as inactive or inconclusive. On the % scale 0 is the no-effect control and ±100 the full control effect; potency means the concentration at half of the fitted maximal effect.

Results for CCOCC(O)CS(=O)Cc1ccccc1 (configuration not stated) ?
Pf growth 48h: 4%; Sm TGR block: 4%; Tb PYK inh: -3%; Pf growth 96h: 218%[activator]; LmPK inhibitor: -4%

What do the screens show for `COc1ccc(C(C)n2c(C)c3c(C)nnc(C)c3c2C)cc1` (configuration not stated)?
Pf growth 48h: inconclusive; HCV inh: inconclusive; Sm TGR block: -27%&-12%; Tb PYK inh: -2%&-9%; Pf growth 96h: inconclusive; LmPK inhibitor: 7%

Results for CCC(=O)Nc1nc(-c2ccccc2)ns1 ?
Pf growth 48h: 328%[activator]; HCV inh: -2%; Sm TGR block: -5%; Pf growth 96h: 245%[activator]; LmPK inhibitor: 1%

What do the screens show for `Cc1nn(-c2ccccc2)c(N)c1N=Nc1ccc(Cl)cc1`?
Pf growth 48h: 169%[activator]; HCV inh: inconclusive; Sm TGR block: -15%; Tb PYK inh: -4%; Pf growth 96h: 166%[activator]; LmPK inhibitor: 1%

Results for COc1ccc(C(c2sc3nc(C)nn3c2O)N2CCC(O)CC2)cc1OC (configuration not stated) ?
Pf growth 48h: -1%; HCV inh: 15%; Sm TGR block: -7%; Tb PYK inh: -2%; Pf growth 96h: 2%; LmPK inhibitor: -4%

What do the screens show for `Cc1c(C(=O)O)[nH]c2ccc([N+](=O)[O-])cc12`?
Pf growth 48h: 0%; HCV inh: 10%; Sm TGR block: -11%; Tb PYK inh: 1%; Pf growth 96h: -1%; LmPK inhibitor: 3%

What do the screens show for `CCOC(=O)c1oc2ccccc2c1COC(=O)CNC(=O)c1cccc(C)c1`?
Pf growth 48h: 2%; HCV inh: 5%; Sm TGR block: -7%; Tb PYK inh: 1%; Pf growth 96h: 6%; LmPK inhibitor: -8%

What do the screens show for `OCC(O)CN(c1ccccc1)c1ccccc1` (configuration not stated)?
Pf growth 48h: -14%; HCV inh: 24%; Sm TGR block: 3%; Tb PYK inh: 0%; Pf growth 96h: -3%; LmPK inhibitor: 2%

How did CC(=O)c1ccc(NC(=S)N2CCC(Cc3ccccc3)CC2)cc1 do in these assays?
Pf growth 48h: -5%; HCV inh: inconclusive; Sm TGR block: 11%; Tb PYK inh: -13%; Pf growth 96h: 11%; LmPK inhibitor: 6%

Results for COc1ccc(-c2ccc(-c3noc(-c4ccc(OC)c(OC)c4)n3)c(OC)n2)cc1 ?
Pf growth 48h: 3%; Sm TGR block: 3%; LmPK inhibitor: -4%

Brought forward from above: four compounds; new compounds follow.
What do the screens show for `CCOC(=O)c1oc2ccccc2c1COC(=O)CNC(=O)c1cccc(C)c1`?
Pf growth 48h: 2%; HCV inh: 5%; Sm TGR block: -7%; Tb PYK inh: 1%; Pf growth 96h: 6%; LmPK inhibitor: -8%

What do the screens show for `OCC(O)CN(c1ccccc1)c1ccccc1` (configuration not stated)?
Pf growth 48h: -14%; HCV inh: 24%; Sm TGR block: 3%; Tb PYK inh: 0%; Pf growth 96h: -3%; LmPK inhibitor: 2%

How did CC(=O)c1ccc(NC(=S)N2CCC(Cc3ccccc3)CC2)cc1 do in these assays?
Pf growth 48h: -5%; HCV inh: inconclusive; Sm TGR block: 11%; Tb PYK inh: -13%; Pf growth 96h: 11%; LmPK inhibitor: 6%

Results for COc1ccc(-c2ccc(-c3noc(-c4ccc(OC)c(OC)c4)n3)c(OC)n2)cc1 ?
Pf growth 48h: 3%; Sm TGR block: 3%; LmPK inhibitor: -4%

How did COc1cc(C(=O)NCc2nnc(SCC(=O)Nc3cc(C)on3)o2)cc(OC)c1OC do in these assays?
Pf growth 48h: 35%[activator]; HCV inh: -8%; Sm TGR block: -3%; Tb PYK inh: 4%; Pf growth 96h: 59%[activator]; LmPK inhibitor: -2%[11.5 µM]

Results for CC(NC(=O)c1cccc(S(=O)(=O)N2CCN(C)CC2)c1)c1ccc(Cl)cc1Cl (configuration not stated) ?
Pf growth 48h: inconclusive; HCV inh: inconclusive; Sm TGR block: -4%; Tb PYK inh: -11%; Pf growth 96h: -40%

What do the screens show for `NS(=O)(=O)c1ccc(NC(=O)COC(=O)COc2ccc3ccccc3c2)cc1`?
Pf growth 48h: -10%[5.75 µM]; HCV inh: -2%; Sm TGR block: -4%; Tb PYK inh: -2%; Pf growth 96h: 8%[5.75 µM]; LmPK inhibitor: 3%

What do the screens show for `COc1ccc(-n2c(=O)c3c4c(sc3n3c(=S)[nH]nc23)CCC4)cc1`?
Pf growth 48h: 11%; HCV inh: 18%; Sm TGR block: -9%; Tb PYK inh: inconclusive; Pf growth 96h: 7%; LmPK inhibitor: -21%

How did COCCN1CCc2[nH]c(=S)[nH]c(=O)c2C1 do in these assays?
Pf growth 48h: 26%; HCV inh: 7%; Sm TGR block: -2%; Tb PYK inh: -6%; Pf growth 96h: 18%; LmPK inhibitor: -1%

How did O=C(CC1Oc2ccc(Cl)cc2NC1=O)NC1CCCCCC1 (configuration not stated) do in these assays?
Pf growth 48h: 6%; HCV inh: -1%; Sm TGR block: -8%; Tb PYK inh: -3%; Pf growth 96h: inconclusive; LmPK inhibitor: 2%

What do the screens show for `O=C(O)Cn1c(=O)c2c3c(sc2n(Cc2ccccc2)c1=O)CCCC3`?
Pf growth 48h: 10%[0.00184 µM]; HCV inh: 16%; Sm TGR block: 3%; Tb PYK inh: 0%; Pf growth 96h: 35%[activator]; LmPK inhibitor: -1%

Results for COc1cc(OC)c2c(=O)cc(-c3ccccc3)oc2c1 ?
Pf growth 48h: 132%[activator]; HCV inh: inconclusive; Sm TGR block: 5%; Tb PYK inh: 3%; Pf growth 96h: 174%[activator]; LmPK inhibitor: -23%

What do the screens show for `COc1cc(C)c(S(=O)(=O)N2CCOCC2)c(C)c1C`?
Pf growth 48h: -7%; HCV inh: 1%; Sm TGR block: 17%; Tb PYK inh: -13%; Pf growth 96h: -43%; LmPK inhibitor: 0%

What do the screens show for `O=C(CSc1c[nH]c2ccccc12)N1CCOCC1`?
Pf growth 48h: 30%; HCV inh: 1%; Sm TGR block: -1%; Tb PYK inh: -12%; Pf growth 96h: 37%[activator]; LmPK inhibitor: -8%

How did CNS(=O)(=O)c1ccc2nc(NC(=O)/C=C/c3ccco3)sc2c1 do in these assays?
Pf growth 48h: 1%; HCV inh: inconclusive; Sm TGR block: 22µM*; Tb PYK inh: -14%; Pf growth 96h: 22%; LmPK inhibitor: 26%

Results for O=c1n(-c2cccc(Cl)c2)c(=O)n2n1CCC2 ?
Pf growth 48h: 10%; HCV inh: 10%; Sm TGR block: -8%; Tb PYK inh: -4%; Pf growth 96h: 11%; LmPK inhibitor: -3%

What do the screens show for `Cc1ccc(N2C(=O)C3C(c4ccccc4)(C2=O)C3(c2ccccc2)c2ccccc2)cc1` (configuration not stated)?
Pf growth 48h: inconclusive; HCV inh: -19%; Sm TGR block: 4%; Tb PYK inh: -7%; Pf growth 96h: 0%; LmPK inhibitor: -4%

How did COc1ccc(NS(=O)(=O)c2ccc(OC)c3ccccc23)cn1 do in these assays?
Pf growth 48h: inconclusive; HCV inh: inconclusive; Sm TGR block: -6%; Tb PYK inh: -2%; Pf growth 96h: 53%[activator]; LmPK inhibitor: 3%

What do the screens show for `COC(=O)C1=C(c2ccc(-c3ccccc3)c(F)c2)C[C@@H]2CC[C@H]1N2C(=O)NCCOc1ccccc1`?
Pf growth 48h: 3.3µM*; HCV inh: 13µM*; Sm TGR block: 2%; Tb PYK inh: 1%; Pf growth 96h: inconclusive

What do the screens show for `O=c1c2ccccc2nc(-c2cccc(Cl)c2)n1O`?
Pf growth 48h: 0%; HCV inh: 11%; Sm TGR block: -10%; Tb PYK inh: -2%; Pf growth 96h: 59%[activator]; LmPK inhibitor: 0%

What do the screens show for `O=C(/C=C/NNC(=O)c1ccccc1O)c1ccccc1`?
Pf growth 48h: 19%; HCV inh: 20%; Sm TGR block: -14%; Tb PYK inh: -2%; Pf growth 96h: -29%; LmPK inhibitor: 1%

Results for CN(Cc1cccc(-n2cccn2)c1)Cc1cn(C)nc1-c1ccccc1F ?
Pf growth 48h: -20%; HCV inh: -3%; Sm TGR block: -36%; Tb PYK inh: 0%; Pf growth 96h: -16%; LmPK inhibitor: -5%

How did S=c1[nH]nc(-c2ccc3ccccc3n2)o1 do in these assays?
HCV inh: 22%; Sm TGR block: 5%; Tb PYK inh: -21%; Pf growth 96h: 4%; LmPK inhibitor: inconclusive

Results for CC(O)CCCCn1c(=O)c2c(ncn2C)n(C)c1=O (configuration not stated) ?
Pf growth 48h: -4%; Tb PYK inh: -3%; Pf growth 96h: -3%

How did Cc1ccc(C)c(N2CCN(CCCNC(=O)Cn3c(=O)c4cccn4c4cccnc43)CC2)c1 do in these assays?
Pf growth 48h: inconclusive; HCV inh: inconclusive; Sm TGR block: -9%; Tb PYK inh: -7%; Pf growth 96h: inconclusive; LmPK inhibitor: 2%

How did Cc1ccc(-n2nnnc2CN2CCCCC2)cc1 do in these assays?
Pf growth 48h: -13%; HCV inh: -3%; Tb PYK inh: 1%; Pf growth 96h: 2.1µM*; LmPK inhibitor: 3%

What do the screens show for `CC1=C(C(=O)Nc2nc3ccccc3s2)C(c2ccco2)C(C#N)=C(SCC(=O)NC2CCCCC2)N1` (configuration not stated)?
Pf growth 48h: inconclusive; HCV inh: inconclusive; Sm TGR block: 4%; Tb PYK inh: 12%; Pf growth 96h: inconclusive; LmPK inhibitor: -1%

Results for CCc1ccc(-n2c(O)c(C(C)=O)c(=O)[nH]c2=O)cc1 (tested in a mixture with another compound) ?
Pf growth 48h: 79%[activator]; HCV inh: 6%; Sm TGR block: inconclusive; Tb PYK inh: 4%; Pf growth 96h: 130%[activator]; LmPK inhibitor: 0%

How did COc1ccc(C(CNC(=O)c2cccc(NS(=O)(=O)c3ccc(C)c(F)c3)c2)N2CCOCC2)cc1 (configuration not stated) do in these assays?
Pf growth 48h: -15%; HCV inh: -2%; Sm TGR block: 2%; Tb PYK inh: 4%; Pf growth 96h: 64%[activator]

Results for O=C(CCS(=O)(=O)c1ccccc1)Nc1nc2ccc(F)cc2s1 ?
Pf growth 48h: inconclusive; HCV inh: 5%; Sm TGR block: inconclusive; Tb PYK inh: 1%; Pf growth 96h: inconclusive

What do the screens show for `C=CCN1C(=O)N(/C=C/C)c2cccc3cccc1c23`?
Pf growth 48h: 0%; HCV inh: inconclusive; Sm TGR block: 1%; Tb PYK inh: 1%; Pf growth 96h: inconclusive; LmPK inhibitor: 1%

Results for CC1N=C(N)C(c2nc3ccccc3n2C)=C1O (configuration not stated) ?
Pf growth 48h: 27%; HCV inh: 14%; Sm TGR block: -5%; Tb PYK inh: 4%; Pf growth 96h: -3%; LmPK inhibitor: -14%

How did c1ccc(Cn2nc(-c3ccccc3)nc2-c2ccccc2)cc1 do in these assays?
Pf growth 48h: 79%[activator]; HCV inh: 4%; Sm TGR block: -2%; Tb PYK inh: -5%; Pf growth 96h: 15%; LmPK inhibitor: -9%

How did CCOC(=O)CN=C/C(C(=O)Nc1nccs1)=C(/C)O do in these assays?
Pf growth 48h: 11%; HCV inh: 18%; Sm TGR block: 5%; Tb PYK inh: -22%; Pf growth 96h: -7%; LmPK inhibitor: 1%

Results for Nc1ccccc1-c1nnc2n1CCCCC2 ?
Pf growth 48h: 25%; HCV inh: 3%; Sm TGR block: 43%[activator]; Tb PYK inh: -11%; Pf growth 96h: 34%[activator]; LmPK inhibitor: -8%

How did COc1ccc(/C=C/c2nc(C#N)c(NCCN(C)C)o2)cc1OC do in these assays?
Pf growth 48h: 5%; HCV inh: -32%; Sm TGR block: 4%; Tb PYK inh: 6%; Pf growth 96h: 1%; LmPK inhibitor: 1%

This is a random part of the collection; overall some 16% were active at least once.
